PLAP inhibition – PLAP enzyme inhibitors, biochemical, luminescence, HTS (AID 690). purified PLAP, luminescent substrate; higher % means a stronger effect. one-dose inhibition, % at 20 µM; IC50 in µM for titrated hits. actives 0.08% (n = 96,000); in the data active = a potency from the dose series; inactive = the rest, 99 in 100 with inhibition below about 30%; note: strong numbers were not always called active
NFkB transloc pot – enhances IL-1B driven NFkB nuclear translocation; HUVEC IL-1B NFkB p65 nuclear translocation imaging; activation, % at 2 µM; actives 0.3% (n = 94,000); AID 819;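 active = activation above 40%, about the mean plus 3 SD, also judged a hit on visual image review; inconclusive = activation above 40% but not a hit on visual review; inactive = activation not above 40% and no visual hit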;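 note: percent activation is computed from the nuclear over cytoplasmic p65 intensity ratio; values of inactives mirror those of a sister screen read the other way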
NFkB transloc inh – blocks IL-1B driven NFkB nuclear translocation in HUVEC cells | inhibition, % at 2 µM | AID 796 | actives 0.43% (n = 94,000) | HUVEC IL-1B NFkB p65 nuclear translocation imaging;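 active = inhibition above about 30% together with a positive call from visual inspection of the well image, limit read from the data; inconclusive = inhibition above a set limit but visual check negative; inactive = inhibition not above a set limit, visual check negative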;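 note: nuclear over cytoplasmic p65 intensity ratio measured by imaging; 0% = IL-1B stimulated DMSO wells and 100% = unstimulated DMSO wells; values of inactives mirror those of a sister screen read the other way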
MRP resist rev – reverses drug resistance mediated by MRP | actives 0.04% (n = 85,000) | differential viability (reversal), % at 10 µM | H69AR cells + 2 uM doxorubicin, CellTiter-Glo, 72 h;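 active = viability drop by adding the cancer drug above about 55%, with treated viability meeting a 40% cutoff, limit read from the data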;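 note: viability without doxorubicin minus viability with 2 µM doxorubicin for each compound; larger differential means the compound sensitizes cells more to doxorubicin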
Bcl-B displacement – displacers of TR3 peptide from Bcl-B, primary screen, selectivity assay for Bfl-1 inhibitor project, biochemical, fluorescence polarization; FP displacement of FITC-TR3 peptide from Bcl-B; higher % means a stronger effect; one-dose displacement, % at 20 µM; IC50 in µM for titrated hits; actives 0.11% (n = 96,000);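 active = displacement above 50% at 20 µM plus a fluorescence interference ratio under 1.5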;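 note: plate controls were wells without compound for no effect and wells lacking Bcl-B protein for full effect; a part of the inactive calls stands beside numbers as strong as those of hits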
MRP resist rev cytotoxicity – further read-out of MRP resist rev, marked with its call; viability, %; H69AR cells, CellTiter-Glo, 72 h; measured here: cytotoxicity without doxorubicin
MRP resist rev with doxorubicin – also measured in MRP resist rev; calls as there; viability, %; measured here: viability with 2 uM doxorubicin; stronger effect = lower value
NFkB transloc inh cell count 2 µM – further read-out of NFkB transloc inh, marked with its call; cell count; measured here: cells passing quality filter;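 raw number of nuclei counted in each imaged well without normalization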
NFkB transloc pot cell count 2 µM – also measured in NFkB transloc pot; calls as there; cell count; measured here: cells passing quality filter
* hit, by the source's call; ? = inconclusive; / = no result given; & = joins results of further samples.

SMILES	PLAP inhibition	NFkB transloc pot	NFkB transloc pot cell count 2 µM	NFkB transloc inh	NFkB transloc inh cell count 2 µM	MRP resist rev	MRP resist rev cytotoxicity	MRP resist rev with doxorubicin	Bcl-B displacement
COc1ccc(-n2c3c(cc(C(=O)N4CCC(C)CC4)c2=O)C(=O)CC(C)(C)C3)cc1	-48.0%	24.2	192	-24.2	192	1.7	102.1	100.4	8.9%
N#CC1=C(N)Oc2n[nH]c(-c3cccs3)c2C1C1C=CCCC1 (centres undefined)	17.7%	8.9	208	-8.9	208	-1.7	87.5	89.3	-15.3%
CCc1cc(C(=O)Nc2ccccc2)cs1	3.3%	/	/	/	/	18.7	98.4	79.7	-3.6%
O=C(O)CCCCCN1C(=O)C(=O)/C(=C(/O)c2ccccc2)C1c1ccccc1 (centres undefined)	-6.7%	2.9	144	-2.9	144	4.3	102.2	98.0	-17.1%
CC1=C(C(=O)Nc2ccccc2)C(c2ccncc2)C(C#N)=C(SCC(=O)NC(C)C)N1 (centres undefined)	12.1%	2.2	96	-2.2	96	-12.1	95.9	108.0	2.5%
CCOC(=O)C1CCN(C(c2cc3c(C)ccc(C)c3[nH]c2=O)c2nnnn2C2CCCCC2)CC1 (centres undefined)	-36.7%	-4.7	134	4.7	134	/	/	/	-12.0%
Cc1ncsc1CCOC(=O)c1cccnc1	8.0%	-6.6	107	6.6	107	-13.8	84.4	98.2	0.5%
CCOC(=O)Cn1nc(/C=C/c2ccccc2)ccc1=O	5.5%	0.8	110	-0.8	110	/	/	/	-3.6%
COc1cccc(NC(=O)N(CCCN2CCOCC2)C(C)c2cc3ccccc3o2)c1 (centres undefined)	-76.8%	/	/	/	/	-26.1	32.4	58.5	4.4%
CCN1C(=O)C2C(c3cccc(F)c3)NC(CC)(C(=O)OC)C2C1=O (centres undefined)	6.7%	19.9	139	-19.9	139	-3.8	86.7	90.5	3.2%
CCN(CC)C(=O)Oc1ccc2c(=O)c(-c3ccccc3)coc2c1	-10.1%	-5.7	168	5.7	168	-40.2	59.8	99.9	11.8%
CCC1(CC)C(=O)N=C2c3ccccc3C(=O)N21	-6.1%	/	/	/	/	7.6	96.6	89.0	3.4%
COc1cc(C(=O)NCc2nnc(SCC(=O)Nc3cc(C)cc(C)c3)o2)cc(OC)c1OC	-19.1%	24.8	121	-24.8	121	5.2	92.9	87.7	-15.7%
COc1ccccc1C1/C(=C(\O)c2ccc3c(c2)OCCO3)C(=O)C(=O)N1CCCN(C)C (centres undefined)	2.5%	/	/	/	/	1.5	98.5	97.1	-4.2%
CCOC(=O)c1ccccc1NC(=O)CC1Nc2ccccc2NC1=O (centres undefined)	-16.3%	/	/	/	/	-9.5	89.6	99.1	-38.7%
CCc1nccn1S(=O)(=O)c1ccc(C)c(C)c1	-20.8%	4.9	129	-4.9	129	16.8	96.8	80.0	-1.7%
Cn1c(C(=O)O)c(CC(=O)Nc2ccccc2F)c2ccccc21	-22.7%	-11.6	139	11.6	139	-14.8	96.1	110.9	4.0%
C/C(=N\NC(=O)c1c(Cl)c(C)nn1C)c1cccc(NC(=O)COc2ccc(Cl)cc2)c1	-32.6%	-0.7	187	0.7	187	/	/	/	2.7%
CC1CC1C(=O)OCC(=O)NCc1ccc(Cl)cc1 (centres undefined)	10.7%	1.4	160	-1.4	160	/	/	/	-1.5%
COc1ccc(C(=O)NCC(=O)OCC(=O)Nc2cc(OC)ccc2OC)cc1	-9.2%	8.9	207	-8.9	207	/	/	/	2.0%
O=C(Nc1ccc2c(c1)OCO2)c1cncc(Br)c1	-11.3%	-16.8	93	16.8	93	/	/	/	7.8%
COCCNC(=O)c1c[nH]c2cc(OC)c(OC)cc2c1=O	7.7%	13.7	217	-13.7	217	5.9	99.3	93.3	-2.4%
Cc1cc(Br)cc2c1NC(=O)C2(c1c(C)n(C)n(-c2ccccc2)c1=O)c1c(C)n(C)n(-c2ccccc2)c1=O	/	21.9	144	-21.9	144	10.5	93.7	83.2	/
CCCCOc1ccc(C(=O)NCc2ccco2)cc1	7.2%	?	/	-73.5	171	/	/	/	-20.5%
COc1ccc(OC)c(C2C(C(=O)c3sc(C)nc3C)=C(O)C(=O)N2CCN2CCOCC2)c1 (centres undefined)	-71.7%	-3.5	74	3.5	74	3.8	101.2	97.5	1.5%
N#CC1=C(N)N=C(SCc2ccccc2)C(C(N)=O)C12CCCCC2 (centres undefined)	-41.6%	1.1	119	-1.1	119	5.8	95.6	89.8	27.9%
CC(=O)COc1ccc2c(C)c(C)c(=O)oc2c1	2.8%	-10.8	157	10.8	157	1.5	89.6	88.1	7.6%
Cc1nc(NCc2ccco2)[nH]c(=O)c1CCC(C)C	7.3%	0.4	140	-0.4	140	14.1	108.5	94.4	-2.1%
CCOC(=O)CSCC(=O)Nc1c(C(=O)C2CC2)oc2ccccc12	/	-2.5	182	2.5	182	1.9	83.8	81.9	/
Cc1c(C(=O)OC2CCC(C)CC2)[nH]c2c1C(=O)CCC2 (centres undefined)	7.4%	5.7	46	-5.7	46	24.7	95.2	70.5	2.9%
O=C(CN1CCOCC1)Nc1scc(-c2ccccc2)c1C(=O)N1CCOCC1	-68.2%	-5.0	179	5.0	179	-1.5	95.5	97.0	-5.5%
Cc1ccc(-c2ccnc3nc(Sc4ncc(C(F)(F)F)cc4Cl)nn23)cc1	-31.2%	9.4	147	-9.4	147	/	/	/	1.8%
O=C(O)CCSc1nnc(-c2ccccc2)n1-c1ccccc1	-55.8%	/	/	/	/	5.4	107.6	102.2	9.4%
Cc1oc2nc(SCC(=O)NCc3cccnc3)nc(N)c2c1C	16.0%	39.5	131	-39.5	131	2.2	86.3	84.1	2.2%
CCOC(=O)c1c(NC(=O)CN2CCN(C(=O)c3ccco3)CC2)sc2c1CCCC2	/	4.6	77	-4.6	77	1.8	93.5	91.7	/
COc1ccc(S(=O)(=O)Cc2ccc(C(=O)N3CCN(Cc4ccccc4)CC3)o2)cc1	-50.1%	/	/	/	/	2.5	96.1	93.7	-2.2%
O=C(CCC(=O)N1CCN(S(=O)(=O)c2ccccc2)CC1)NC1CCCc2ccccc21 (centres undefined)	-68.2%	-11.7	116	11.7	116	11.9	90.8	78.9	0.9%
Cc1c2cn[nH]c(=O)c2c(C)n1Cc1ccc(F)cc1	-2.2%	/	/	/	/	15.9	94.0	78.1	0.1%
O=C(CCn1c(SCC(=O)NCc2ccco2)nc2ccccc2c1=O)NCCc1ccccc1	11.3%	-2.6	114	2.6	114	14.2	97.0	82.8	-5.3%
CCCCCCOC(=O)Sc1nc2ccccc2o1	-6.8%	9.3	57	-9.3	57	-15.4	63.8	79.2	-0.6%
CCCNC(=O)CN(c1ccc(F)c(Cl)c1)S(C)(=O)=O	12.5%	-2.1	159	2.1	159	-6.9	83.0	89.9	0.5%
CCN(CC)c1ccc(-n2c(C)c(C(C)=O)c(C(C)=O)c2C)cc1	-15.3%	3.4	163	-3.4	163	32.8	90.9	58.1	2.5%
Cc1cccc(NC(=O)c2cnc3sccn3c2=O)c1C	0.5%	13.0	71	-13.0	71	/	/	/	4.0%
Cc1nc2c(o1)CCc1ccccc1C2O (centres undefined)	-9.2%	6.8	70	-6.8	70	-6.4	99.1	105.5	5.3%
CN(C)C(=O)NC1CCCCCCCCCCC1	17.1%	-2.6	99	2.6	99	8.6	97.9	89.3	-6.3%
CCOc1c(C)cc(-c2ncccc2O)cc1C	5.4%&-4.9%	6.0&5.8	156&139	-6.0&-5.8	156&139	15.2&3.7	83.8&76.7	68.6&73.0	-3.3%&11.3%
CSc1nc(NC(C)(C)C)nc(Oc2ccc(=O)[nH]n2)n1	-25.7%	-8.2	154	8.2	154	14.4	101.8	87.4	0.1%
O=C(CSc1nnc2scc(-c3ccc(Cl)cc3)n12)NCc1ccc2c(c1)OCO2	13.8%	-7.5	175	7.5	175	-4.7	63.8	68.5	-1.0%
CCc1ccc(-n2c(SCc3c(C)noc3C)nnc2-c2ccncc2)cc1	-64.2%	66.5*	156*	-66.5	156	21.5	90.5	69.1	0.7%
C/C(=N\S(=O)(=O)c1ccc(C)cc1)N1CCN(S(=O)(=O)c2ccccc2)C1	-22.3%	39.9	112	-39.9	112	-3.0	84.9	87.9	5.9%
CC(=O)Nc1cccc(OCC(=O)NS(=O)(=O)c2ccc(Cl)cc2)c1	-20.7%	/	/	/	/	4.3	90.1	85.8	47.0%
Cc1cc(C)c2[nH]c(=O)c(C(c3nnnn3C(C)(C)C)N(Cc3ccco3)CC3CCCO3)cc2c1 (centres undefined)	-49.9%	-1.9	189	1.9	189	-5.1	75.7	80.7	-5.0%
COC(=O)/C(=C/c1cn(C)c2ccccc12)[N+](=O)[O-]	7.7%	6.2	152	-6.2	152	/	/	/	4.8%
CCOC(=O)Cc1c(C)c2ccc(N(CC)CC)cc2oc1=O	-35.9%	8.3	174	-8.3	174	-0.2	53.0	53.2	-4.0%
Cc1cc(C2(c3ccc(O)c(C)c3)C(=O)Nc3ccccc32)ccc1O	-5.1%	-1.8	154	1.8	154	/	/	/	-4.7%
Cc1c(NC(=O)CSc2nnc(-c3cccc(Cl)c3)o2)c(=O)n(-c2ccccc2)n1C	-57.8%	7.9	80	-7.9	80	10.3	94.6	84.3	-0.9%
O=C1CC(c2ccccc2)c2c(O)cc(O)cc2O1 (centres undefined)	-41.0%	-2.9	147	2.9	147	3.2	100.2	97.0	5.7%
COCC(C)OC(=O)C(C#N)c1nc2ccccc2nc1N1CCN(Cc2ccccc2)CC1 (centres undefined)	-31.1%	-20.2	76	20.2	76	42.0	69.1	27.1	-53.2%
Cn1c(CS(=O)Cc2c(Cl)cccc2Cl)nnc1SCc1ccc(Cl)cc1 (centres undefined)	-2.8%	10.6	132	-10.6	132	/	/	/	-1.6%
Cn1c(=O)c2c(nc(SCCN3CCOCC3)n2Cc2ccccc2Cl)n(C)c1=O	/	-3.9	186	3.9	186	15.1	59.6	44.4	/

Single records, from the list above.
Cc1cc(C)c2[nH]c(=O)c(C(c3nnnn3C(C)(C)C)N(Cc3ccco3)CC3CCCO3)cc2c1 (centres undefined) across the screens: PLAP inhibition = -49.9%; NFkB transloc pot = -1.9; NFkB transloc pot cell count 2 µM = 189; NFkB transloc inh = 1.9; NFkB transloc inh cell count 2 µM = 189; MRP resist rev = -5.1; MRP resist rev cytotoxicity = 75.7; MRP resist rev with doxorubicin = 80.7; Bcl-B displacement = -5.0%
CCc1ccc(-n2c(SCc3c(C)noc3C)nnc2-c2ccncc2)cc1 across the screens: PLAP inhibition = -64.2%; NFkB transloc pot = 66.5*; NFkB transloc pot cell count 2 µM = 156*; NFkB transloc inh = -66.5; NFkB transloc inh cell count 2 µM = 156; MRP resist rev = 21.5; MRP resist rev cytotoxicity = 90.5; MRP resist rev with doxorubicin = 69.1; Bcl-B displacement = 0.7%

Additional compounds
SMILES	PLAP inhibition	NFkB transloc pot	NFkB transloc pot cell count 2 µM	NFkB transloc inh	NFkB transloc inh cell count 2 µM	MRP resist rev	MRP resist rev cytotoxicity	MRP resist rev with doxorubicin	Bcl-B displacement
COc1ccc(CC(=O)Nc2c3c(nn2-c2cccc(C)c2C)CS(=O)C3)cc1OC (centres undefined)	-30.4%	2.3	160	-2.3	160	-10.9	93.6	104.5	-4.1%
COc1ccc(NC(=O)CSC2CCCCC2)cc1	-8.6%	21.6	111	-21.6	111	-8.0	79.9	87.9	-5.5%
CCC(C)NC(=O)CSc1nc2ccc(N3CCOCC3)cc2c(=O)n1CCc1ccccc1 (centres undefined)	-31.8%	/	/	/	/	-36.1	37.8	73.9	-1.4%
Cc1ccc(CNC(=O)CSc2nc3n[nH]c(C)c3c(=N)n2-c2cccc(C)c2)cc1	-149.2%	0.2	69	-0.2	69	-11.5	58.3	69.7	-27.0%
COc1cc(/C=N/O)cc(Br)c1OS(=O)(=O)c1ccc(C)cc1	14.8%	-0.3	139	0.3	139	/	/	/	-2.5%
N#CC1=C(N)OC2=C(CCC/C2=C/c2ccoc2)C1c1ccoc1 (centres undefined)	-32.4%	-7.4	182	7.4	182	5.0	84.1	79.0	25.1%

This is a subset. The share of hits here may be higher or lower than overall.
